# Source: PubChem (several laboratories)
# JMJD2C inh: inhibitors of GASC-1 histone demethylase, primary screen, biochemical, fluorescence, DELFIA europium; 0.069% of 330,000 active; Lysine-specific demethylase 4C (Homo sapiens), Q9H3R0; GST-JMJD2C(1-420) H3K9me3 demethylation; inhibition, % at 2.35 µM;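 active = more than half of a compound's replicate wells show inhibition beyond 50%, single wells judged on their own value; inconclusive = some, but no more than half, of replicates pass 50% inhibition; inactive = no replicate passes 50% inhibition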;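 note: signal counts dimethyl H3K9 product captured on neutravidin plate; 0% = median of DMSO wells and 100% = 0.3 times that DMSO median; strong numbers were not always called active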
# Target sequence (Q9H3R0 1-420 limits assumed): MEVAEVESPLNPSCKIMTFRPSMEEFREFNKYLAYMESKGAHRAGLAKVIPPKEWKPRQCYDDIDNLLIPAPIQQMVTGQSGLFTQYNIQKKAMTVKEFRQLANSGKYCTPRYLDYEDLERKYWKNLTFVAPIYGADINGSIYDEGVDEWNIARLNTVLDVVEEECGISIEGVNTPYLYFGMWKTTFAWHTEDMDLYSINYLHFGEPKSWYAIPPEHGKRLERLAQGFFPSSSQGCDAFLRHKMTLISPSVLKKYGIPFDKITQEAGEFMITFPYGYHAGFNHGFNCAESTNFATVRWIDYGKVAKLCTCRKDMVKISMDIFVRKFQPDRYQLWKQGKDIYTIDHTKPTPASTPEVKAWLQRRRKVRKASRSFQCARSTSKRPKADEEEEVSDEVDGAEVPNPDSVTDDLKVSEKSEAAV
# LAP4 TOR yeast: modulators of LAP4-GFP expression in yeast, primary screen, S. cerevisiae, multiplex flow cytometry, MLPCN library; 3 h; median GFP as percent of DMSO wells; GFP response vs DMSO, % at 10 µM; 0.34% of 320,000 active; AID 2023, 2009;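 active = GFP response vs DMSO above a set limit, about the screen mean plus 3 SD, cut at about 150% in these data; inconclusive = under 70 cell events counted for the yeast strain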
# RPL19A TOR yeast: RPL19A-GFP expression modulators in yeast, primary screen, cell-based, S. cerevisiae, multiplex flow cytometry, MLPCN | S. cerevisiae RPL19A-GFP strain, 3 h; active compounds read low | percent response vs DMSO, % at 10 µM | 0.3% of 330,000 active | AID 2025, 2009;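 active = percent response vs DMSO below 50%; inconclusive = fewer than 70 events counted for the yeast strain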;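 note: median channel GFP fluorescence of the barcoded RPL19A-GFP strain; ratio of sample median GFP to plate DMSO average so 100% = DMSO; lower means less RPL19A-GFP as with rapamycin TOR inhibition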
# MEP2 TOR yeast: modulators of MEP2-GFP levels in yeast, primary screen, S. cerevisiae, multiplex flow cytometry, MLPCN library | S. cerevisiae MEP2-GFP strain, 3 h; 100% = DMSO control level | GFP response vs DMSO, % at 10 µM | 0.51% of 330,000 active | AID 2016, 2009;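 active = GFP response versus DMSO above a set limit, roughly screen mean plus 3 SD, cut at about 180% in these data; inconclusive = fewer than 70 cells counted for a yeast strain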;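 note: median GFP fluorescence of the barcode-gated MEP2-GFP cells per well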
# proCasp3 act: activators of human procaspase-3 D3A mutant, primary screen, biochemical, absorbance, PC-3 D3A mutant, single concentration. recombinant procaspase-3 D3A, Ac-DEVD-pNA absorbance 405 nm. Caspase-3 (Homo sapiens), P42574. activation, % at 8.5 µM. 0.11% of 330,000 active;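 active = activation above the mean of all tested compounds plus 3 SD, cut at about 21% in these data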;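 note: 0% = DMSO alone and 100% = DMSO wells spiked with extra 5 µM PC-3 D3A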
# Target sequence (P42574 whole entry D9A/D28A/D175A): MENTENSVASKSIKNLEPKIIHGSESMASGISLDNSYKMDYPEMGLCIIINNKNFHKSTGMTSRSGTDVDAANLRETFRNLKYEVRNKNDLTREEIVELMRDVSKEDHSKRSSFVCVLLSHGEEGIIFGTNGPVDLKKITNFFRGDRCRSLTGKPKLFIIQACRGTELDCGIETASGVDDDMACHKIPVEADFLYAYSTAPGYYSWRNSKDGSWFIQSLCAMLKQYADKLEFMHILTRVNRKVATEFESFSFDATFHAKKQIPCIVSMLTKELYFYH
#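 Assay system – Procaspase-3 D3A mutant, all three cleavage aspartates alanine · Controls – DMSO-only low control, 5 µM PC-3 D3A high control · Schedule – 1 h compound preincubation, 2 h substrate hydrolysis at 25 °C · Signal – 405 nm absorbance of p-nitroaniline, reads at 0 and 120 min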
# CR mimetic SO: reduction of superoxide in aged yeast, primary screen, HTS; S. cerevisiae aged cells, superoxide DHE fluorescence; active compounds read low; superoxide response (% of plate mean), % at 10 µM; 0.18% of 330,000 active; AID 2690, 2010;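 active = superoxide response under a set limit, about three screen SD below normal, cut at about 65% in these data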;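 note: yeast aged for seven days with compound at 30 °C before DHE staining; 100% = average MFI of all compound-treated wells on the plate with controls excluded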
# AHR act: AHR activators, primary screen, cell-based, luminescence, luciferase reporter, human; AHR-responsive luciferase reporter cells; Aryl hydrocarbon receptor (Homo sapiens), P35869; activation, % at 5 µM; 2.5% of 320,000 active; in the data active = activation above about 47%;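 note: 0% = vehicle wells and 100% = reference agonist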
# proCasp7 act: procaspase-7 activators, primary screen, counter-screen for procaspase-3 activator project, biochemical, absorbance, HTS, human. 0.093% of 330,000 active. Caspase-7 (Homo sapiens), P55210. activation, % at 8.5 µM. recombinant procaspase-7, Ac-DEVD-pNA absorbance 405 nm; D23A/D198A/D206A triple mutant, cannot self-cleave; scale: DMSO 0, 5 µM enzyme 100;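 active = percent activation above the screen-wide mean plus 3 SD, cut at about 25% in these data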
# Target sequence (P55210 whole entry D23A/D198A/D206A): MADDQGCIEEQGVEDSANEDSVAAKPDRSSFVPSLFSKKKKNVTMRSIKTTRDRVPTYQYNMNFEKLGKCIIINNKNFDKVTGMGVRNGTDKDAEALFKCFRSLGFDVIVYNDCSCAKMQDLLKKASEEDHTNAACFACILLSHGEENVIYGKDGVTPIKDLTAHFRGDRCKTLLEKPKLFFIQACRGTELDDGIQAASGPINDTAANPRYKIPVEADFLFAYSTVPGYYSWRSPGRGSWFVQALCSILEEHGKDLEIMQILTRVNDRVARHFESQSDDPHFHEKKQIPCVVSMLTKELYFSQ
#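 System: Procaspase-7 triple mutant (PC-7 D3A); measure: % activation from two-timepoint absorbance difference, scaled to controls; times: 1 h compound preincubation, 2 h substrate cleavage, 25 °C; also added: Ac-DEVD-pNA substrate, 400 µM as added; measured by: Epi-absorbance of released pNA at 405 nm, two timepoints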
# An asterisk follows results filed as active; ? = inconclusive; / = not tested or not shown; & = joins results of further samples; [ ] = dose if it differs, or a comment. No enrichment for hits. Share with any hit: about 3.8%.
# The opening 6 entries, ahead of the listing:
1: CC(C)CC(=O)c1c[nH]c(C(=O)NCCCn2ccnc2)c1
2: Cc1cc(C)c2c(N)c(C(=O)Nc3ccccc3Br)sc2n1
3: CN(Cc1cccc(Cl)c1Cl)c1ccc(S(=O)(=O)N2CCCCC2)cc1[N+](=O)[O-]
4: C/C=C/c1ccc(OCC(=O)Nc2cc(OC)c(OC)c(OC)c2)c(OC)c1
5: O=C(CCCOc1ccccc1)NCC1CCCO1 (stereo not given)
6: CCOc1ccccc1C(=O)Nc1nnc(C(C)C)s1

assay / entry	1	2	3	4	5	6
JMJD2C inh	3	-10	-4	6	?	-22
LAP4 TOR yeast	95	101	100	100	108	102
RPL19A TOR yeast	104	100	100	96	101	97
MEP2 TOR yeast	104	100	104	94	99	108
proCasp3 act	1	-14	1	1	-4	15
CR mimetic SO	101	102	110	105	94	94
AHR act	12	42	-1	-1	1	57*
proCasp7 act	21	-14	3	5	11	-1

# The list itself, from the start:
1: CC(C)CC(=O)c1c[nH]c(C(=O)NCCCn2ccnc2)c1
2: Cc1cc(C)c2c(N)c(C(=O)Nc3ccccc3Br)sc2n1
3: CN(Cc1cccc(Cl)c1Cl)c1ccc(S(=O)(=O)N2CCCCC2)cc1[N+](=O)[O-]
4: C/C=C/c1ccc(OCC(=O)Nc2cc(OC)c(OC)c(OC)c2)c(OC)c1
5: O=C(CCCOc1ccccc1)NCC1CCCO1 (stereo not given)
6: CCOc1ccccc1C(=O)Nc1nnc(C(C)C)s1
7: COc1cc(OC)cc(N2CC(C)(C)C2=O)c1
8: Cn1c(=O)[nH]c(=O)c2c1nc(N1CCCC1)n2CCCSc1nc2ccccc2o1

assay / entry	1	2	3	4	5	6	7	8
JMJD2C inh	3	-10	-4	6	?	-22	-27	98&-1
LAP4 TOR yeast	95	101	100	100	108	102	98	106
RPL19A TOR yeast	104	100	100	96	101	97	99	100
MEP2 TOR yeast	104	100	104	94	99	108	102	97
proCasp3 act	1	-14	1	1	-4	15	1	6
CR mimetic SO	101	102	110	105	94	94	90	95
AHR act	12	42	-1	-1	1	57*	3	3
proCasp7 act	21	-14	3	5	11	-1	-12	9

9: CS(=O)(=O)Nc1nc2ccccc2[nH]1
10: Cc1ccc([N+](=O)[O-])cc1N=Cc1ccc(Br)s1
11: COc1ccc(-c2csc(N(CC3CCCO3)C(=O)c3ccco3)n2)cc1 (stereo not given)
12: Cc1ccc(S(=O)(=O)NC(Cc2ccccc2)C(=O)NN)cc1 (stereo not given)
13: C=CC[C@@]12C=C(OC)C(=O)C(OC)=C1O[C@H](c1ccc3c(c1)OCO3)[C@H]2C
14: Cc1ccc(O)c(/C=N/NC(=O)COc2ccc3c(C)cc(=O)oc3c2)c1
15: COc1ccc([N+](=O)[O-])cc1COc1cc(C)cc2oc(=O)cc(-c3ccccc3)c12
16: CCn1cc(/C=C(/C#N)S(=O)(=O)c2ccccc2)cn1

assay / entry	9	10	11	12	13	14	15	16
JMJD2C inh	3	-16	-1	3	9	-25	-9	27
LAP4 TOR yeast	93	102	105	90	111	99	103	86
RPL19A TOR yeast	103	106	103	104	100	102	93	86
MEP2 TOR yeast	101	105	106	103	113	105	98	92
proCasp3 act	1	-2	9	-10	-3	-8	-7	-5
CR mimetic SO	104	117	98	98	111	96	104	121
AHR act	16	6	35	4	3	14	2	-1
proCasp7 act	3	12	5	-6	-9	-14	7	-4

17: O=C(COC(=O)C1CC(=O)N(c2nc(-c3ccccc3)cs2)C1)c1ccccc1 (stereo not given)
18: CC1CCN(C(=O)COc2ccc(Nc3ccccc3)cc2)CC1
19: COc1cc(CO)ccc1OCC(=O)Nc1ccc(Br)cc1
20: Cc1ccc2c(c1)C(c1ccc(F)cc1)N(C(=O)c1cc3ccccc3oc1=O)CC(=O)N2 (stereo not given)
21: CC1CN(C(C)C(=O)NC(c2ccccc2)c2ccccc2)CC(C)O1 (stereo not given)
22: CN(C)S(=O)(=O)N1CCN(C(=O)c2cccs2)CC1
23: O=C(NCCc1ccc(F)cc1)c1cc(=O)c2ccccc2o1
24: O=C(CCl)c1ccc(Cc2ncc(C(F)(F)F)cc2Cl)s1

assay / entry	17	18	19	20	21	22	23	24
JMJD2C inh	16	-4	-2	-6	-10	9	-17	0
LAP4 TOR yeast	102	106	90	104	106	94	99	103
RPL19A TOR yeast	103	94	97	99	100	98	100	102
MEP2 TOR yeast	107	95	111	94	99	103	104	119
proCasp3 act	3	-5	5	3	7	-4	2	-5
CR mimetic SO	92	96	107	93	105	91	87	93
AHR act	5	4	16	0	-2	-1	19	5
proCasp7 act	9	4	4	10	3	-3	4	-14

25: C=CCOc1c(Br)cc(CNc2ccc(NC(=O)C(C)C)cc2)cc1OCC
26: C/C(=N\Nc1cccc(Cl)c1)C1(C)N(O)C(C)(C)C(c2ccco2)=[N+]1[O-] (stereo not given)
27: CC(Cc1cccs1)NC(=S)Nc1ccc(Cl)c(Cl)c1 (stereo not given)
28: COc1ccc(N2CCN(C(=O)c3cccs3)CC2)cc1
29: Nn1cc(-c2ccccc2)nc1SCC(=O)NCC1CCCO1 (stereo not given)
30: COc1ccc(C(=O)NCC(=O)N/N=C(C)\C=C\c2ccccc2)cc1OC
31: CC1=NN(C(=O)Cc2ccc([N+](=O)[O-])cc2)C(O)(c2ccccc2)C1 (stereo not given)
32: Cc1cc([N+](=O)[O-])nn1CC(=O)N/N=C/c1ccccc1O

assay / entry	25	26	27	28	29	30	31	32
JMJD2C inh	-13	-7	0	-3	-33	6	5	-1
LAP4 TOR yeast	86	/	103	96	90	104	92	114
RPL19A TOR yeast	94	104	98	103	102	113	93	95
MEP2 TOR yeast	99	100	94	102	96	102	95	97
proCasp3 act	-10	7	3	-6	2	11	-3	4
CR mimetic SO	100	98	86	99	92	98	95	92
AHR act	32	-3	-4	1	6	6	8	1
proCasp7 act	-12	-1	6	1	4	7	-2	5

33: CC(Sc1nnc(CNC(=O)c2ccccc2F)n1C)C(=O)Nc1nccs1 (stereo not given)
34: CCN1CCN(Cc2ccc(OC)c(OCc3ccccc3)c2)CC1
35: CCOC(=O)C1CCN(S(=O)(=O)c2ccc(-c3ccc(=O)[nH]n3)o2)CC1
36: O=C(Nc1ccc(Cl)cc1)N(Cc1nnc2n1CCCCC2)c1ccccc1
37: CC1(C(=O)OCC(=O)NC(=O)NCc2ccccc2)CC1(Cl)Cl (stereo not given)
38: CC1(C)Cc2cccc(OCC(=O)N3CCN(c4ccccc4Cl)CC3)c2O1
39: O=C(Nc1nccs1)c1cccc(N2C(=O)c3cccc4c([N+](=O)[O-])ccc(c34)C2=O)c1
40: O=C(Nc1cccc(Cl)c1)OCc1cnc(Cl)s1

assay / entry	33	34	35	36	37	38	39	40
JMJD2C inh	13	10	-5	-5	-49	-14	1	9
LAP4 TOR yeast	111	96	110	97	100	107	85	92
RPL19A TOR yeast	97	96	105	97	96	96	93	91
MEP2 TOR yeast	93	102	108	99	95	110	91	95
proCasp3 act	0	2	-1	3	-2	-5	0	3
CR mimetic SO	97	109	91	105	104	110	96	109
AHR act	1	-3	0	4	-2	2	-1	5
proCasp7 act	6	-2	3	-5	6	-3	-4	-5

41: Cc1ccc(NC(=O)CN2C(=O)CNC2=O)cc1
42: CC(C)N(C)CCOC(=O)/C=C/c1ccccc1
43: CCN(C(=O)c1cc(S(=O)(=O)N2CCc3ccccc32)cn1C)c1ccccc1
44: Cc1ccc(C(=O)N/N=C2\CCCc3ccccc32)c(C)c1
45: O=C(CSc1n[nH]c(=O)n1Cc1ccco1)c1ccc2c(c1)OCCO2
46: COc1ccc(OC)c(N(CC(=O)NC2CC2)S(=O)(=O)c2ccc(C)cc2)c1
47: O=C(NC1CCCC1)c1ccc(Cl)c(S(=O)(=O)N2CCOCC2)c1
48: CC(C)CCn1c(SCC(=O)NC2CC2)nc2cc(Cl)ccc2c1=O

assay / entry	41	42	43	44	45	46	47	48
JMJD2C inh	-1	12	-6	0	2	5	3	-2
LAP4 TOR yeast	100	95	103	94	93	87	88[may fluoresce violet]	98
RPL19A TOR yeast	99	96	106	95	99	98	56[may fluoresce violet]	94
MEP2 TOR yeast	104	107	96	103	102	95	636*[may fluoresce violet]	98
proCasp3 act	-7	-10	-3	7	-2	0	5	-7
CR mimetic SO	100	95	97	117	107	103	99	97
AHR act	0	6	0	12	7	-1	2	5
proCasp7 act	8	2	0	0	-9	6	7	3

49: CCOC(=O)[C@H]1[C@H]2COc3ccccc3[C@@H]2N2C(=O)c3cc(OC)ccc3NC(=O)[C@@]12C
50: Cc1cc(C)c2nc(N3CCCC(C(=O)NCCCN4CCOCC4)C3)sc2c1 (stereo not given)
51: Cc1ccccc1NC(=O)C(C)OC(=O)C1CC(=O)N(Cc2ccco2)C1 (stereo not given)
52: CC(=O)Nc1ccc(Oc2cnc3ccccc3n2)cc1
53: CCCN(CCC)CC(C)(C)NS(=O)(=O)c1ccc(Cl)cc1
54: CCN(CC)CCNC(=O)c1cc(Sc2nnc(C)s2)nc2ccccc12
55: CC(C)C(=O)Nc1nc(-c2ccccc2)ns1
56: COC(=O)Cc1c(C)c2ccc(O)c(CNCc3ccc(OC)c(OC)c3)c2oc1=O

assay / entry	49	50	51	52	53	54	55	56
JMJD2C inh	0	5	-6	-1	1	-3	6	5
LAP4 TOR yeast	/	97	109	108	108	100	120	90[may fluoresce violet]
RPL19A TOR yeast	/	96	107	97	111	103	91	70[may fluoresce violet]
MEP2 TOR yeast	/	98	98	97	102	103	89	547*[may fluoresce violet]
proCasp3 act	0	-3	0	10	-1	-1	11	/
CR mimetic SO	/	113	68	101	120	103	106	97
AHR act	4	14	-1	3	1	0	42	/
proCasp7 act	6	9	-9	11	-5	-12	2	/

57: COc1cccc(-n2c(N)c(-c3nc4ccccc4[nH]3)sc2=S)c1
58: CC(NC(=O)c1ccc(Br)cc1)c1ccc2c(c1)CCCC2 (stereo not given)
59: CCCC(=O)Nc1nc2c(OC)ccc(OC)c2s1
60: COc1ccc(CNC(=O)[C@@H]2CC=C[C@@H]3CCN(Cc4ccccc4)C(=O)[C@@H]32)cc1

assay / entry	57	58	59	60
JMJD2C inh	3	1	-1	2
LAP4 TOR yeast	102	100	108	106
RPL19A TOR yeast	97	100	100	102
MEP2 TOR yeast	94	89	105	111
proCasp3 act	-5	-2	-1	8
CR mimetic SO	103	118	91	98
AHR act	89*	-2	68*	6
proCasp7 act	-10	2	2	1
